PLK1 PBD inh – qHTS for Inhibitors of PLK1-PDB (polo-like kinase 1 - polo-box domain): Primary Screen; Serine/threonine-protein kinase PLK1 (Homo sapiens), P53350; Plk1 PBD binding of FITC phosphopeptide, fluorescence polarization; Potency, µM, without a hit: max response, negative = inhibition, usual class: inhibitors; hit rate 2.8% among 360,000; AID 720504, 2013; also: potency is read from the fitted curve at half-maximal effect; series mostly up to about 57 µM; % is scaled to controls: 0 for no effect and ±100 for the full control effect; nearly all actives have a fitted effect of over 65% in size
Target sequence (P53350 whole entry, looked up, the tested form may be a part): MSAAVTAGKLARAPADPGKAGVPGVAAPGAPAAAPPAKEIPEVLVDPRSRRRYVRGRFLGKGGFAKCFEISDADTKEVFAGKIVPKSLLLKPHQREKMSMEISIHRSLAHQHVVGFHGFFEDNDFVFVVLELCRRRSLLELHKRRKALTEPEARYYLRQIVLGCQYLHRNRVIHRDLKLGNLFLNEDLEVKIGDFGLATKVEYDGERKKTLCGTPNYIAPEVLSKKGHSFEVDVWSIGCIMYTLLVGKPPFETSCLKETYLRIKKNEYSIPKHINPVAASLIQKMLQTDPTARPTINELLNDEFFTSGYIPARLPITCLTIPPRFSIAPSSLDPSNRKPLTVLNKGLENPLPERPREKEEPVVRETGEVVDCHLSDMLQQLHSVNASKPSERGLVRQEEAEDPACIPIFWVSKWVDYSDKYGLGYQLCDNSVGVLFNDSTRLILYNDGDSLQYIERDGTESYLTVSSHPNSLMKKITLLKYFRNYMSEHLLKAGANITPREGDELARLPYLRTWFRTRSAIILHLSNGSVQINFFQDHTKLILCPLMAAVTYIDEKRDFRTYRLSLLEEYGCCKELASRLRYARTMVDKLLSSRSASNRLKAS
GLP-1R agonist – qHTS of GLP-1 Receptor Agonists; Glucagon-like peptide 1 receptor (Homo sapiens), P43220; HEK293 GLP-1R CRE-luciferase, luminescence, 4-6 h; cells express a hypersensitive GLP-1R form; Potency, µM (titrated, usually from 45.6 µM), for inactives: at the top dose activation, most hits filed as activators; hit rate 0.007% among 380,000; AID 624172, 2012; also: potency is read from the fitted curve at half-maximal effect; % of control where 0% means no effect
GLP-1R inv ag – qHTS of GLP-1 Receptor Inverse Agonists (Inhibition Mode); HEK293 GLP-1R CRE-luciferase, luminescence, 24 h; GLP-1R form is constitutively active; hit rate 1.6% among 410,000; Potency, µM (top dose mostly 38.3 µM), inactives show at the top dose activity change, negative = inhibition, usual class: inhibitors; AID 624417, 2012; Glucagon-like peptide 1 receptor (Homo sapiens), P43220; also: potency is read from the fitted curve at half-maximal effect; % is scaled to controls: 0 for no effect and ±100 for the full control effect; nearly all actives have a fitted effect of over 55% in size
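Readout was luciferase luminescence, measured 12 min after detection reagent at room temperature. Beforehand, GLP-1R reporter HEK293 cells had sat 12 h, then received compounds for 24 hr at 37 deg C.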
PI5P4Ka inh – qHTS for Inhibitors of phosphatidylinositol 5-phosphate 4-kinase (PI5P4K). hit rate 1.2% among 330,000. PI5P4Kalpha enzyme, ADP-Glo luminescence, 60 min; stronger effect = lower value. Phosphatidylinositol 5-phosphate 4-kinase type-2 alpha (Homo sapiens), P48426. max response, %; active = max response of -50% or lower; inconclusive = between -30% and -50%; inactive = -30% or higher; also: value at the top dose of about 77 µM; % is scaled to controls: 0 for no effect and ±100 for the full control effect
Target sequence (P48426 whole entry, looked up): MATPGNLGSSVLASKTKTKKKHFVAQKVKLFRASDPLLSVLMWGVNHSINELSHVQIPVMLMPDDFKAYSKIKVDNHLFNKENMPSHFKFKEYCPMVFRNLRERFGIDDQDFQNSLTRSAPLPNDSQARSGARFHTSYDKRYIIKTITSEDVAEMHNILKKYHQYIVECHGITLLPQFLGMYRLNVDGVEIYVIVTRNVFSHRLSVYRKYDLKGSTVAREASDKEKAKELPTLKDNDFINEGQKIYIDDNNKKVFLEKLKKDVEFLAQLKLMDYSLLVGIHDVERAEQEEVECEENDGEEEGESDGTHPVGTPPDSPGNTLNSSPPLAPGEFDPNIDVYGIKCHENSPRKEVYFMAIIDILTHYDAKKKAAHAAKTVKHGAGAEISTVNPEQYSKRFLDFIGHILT
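Enzyme plus substrate dispensed, test compounds pinned in, then ATP (5 microM final) added. After 60 min at RT, ADP-Glo reagent 1 for 45 min and reagent 2 for 30 min preceded luminescence imaging.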
D3 antag – qHTS of D3 Dopamine Receptor Antagonist: qHTS; hit rate 2.5% among 360,000; D(3) dopamine receptor (Homo sapiens), P35462; D3R cells, DiscoveRx beta-arrestin luminescence, antagonist mode; stronger effect = lower value; max response, negative = inhibition, %; in the data active = max response below about -50%; inconclusive = no clear call, values can overlap the other calls; also: % is scaled to controls: 0 for no effect and ±100 for the full control effect; mostly tested at two doses, the higher about 12 µM
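Cells expressing the human receptor were seeded at 1500 cells/well, incubated overnight at 37 degrees C in 5% CO2, then exposed to library compounds with dopamine controls for 90 minutes at 37 degrees C before luminescent detection.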
GLP1R cytotox – qHTS of GLP-1 Receptor Inverse Agonists: Cytotox Screen. HEK293 cAMP-luciferase reporter cells, luminescence, 24 h. Potency, µM (doses to about 38.3 µM), without a hit: top-dose activity change, negative = inhibition, usual class: inhibitors. hit rate 0.13% among 410,000. AID 624418, 2012;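 also: loss of luciferase light is scored as toxicity; potency is read from the fitted curve at half-maximal effect; % is scaled to controls: 0 for no effect and ±100 for the full control effect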
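Luminescence readout: signal drop marks cytotoxicity. Plated cells grew 12 h at 37 °C, 5% CO2, received 23 nL compound for 24 h, then got luciferase reagent, read after 12 min at RT.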
D3 ag – qHTS of D3 Dopamine Receptor Agonist: qHTS; hit rate 0.58% among 410,000; AID 652048, 2013; max activation, %; D(3) dopamine receptor (Homo sapiens), P35462; D3R DiscoveRx beta-arrestin cells, luminescence, 90 min; in the data active = max activation above about 30%; also: 0% is about no effect; mostly tested at two doses, the higher about 12 µM
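Agonist-mode cell screen: cells plated at 1500/well and incubated overnight at 37 °C, then exposed to library compounds for 90 min at 37 °C. Detection reagent was added for 30–60 min at room temperature, and luminescence was read.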
IL-2 act – qHTS of IL-2 Activators; IL-2 activation reporter assay, cell-based qHTS; stimulated with anti-CD3/CD4/CD28 beads; in transgenic mouse T cells; activation, % (series mostly up to about 46 µM); hit rate 0.065% among 360,000; AID 652025, 2013; in the data active = activation above about 50%; inconclusive = mostly about 30% to 49%; also: 0% is about no effect
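Readout: EGFP and DsRed signals by fluorescent plate cytometry. Unstimulated transgenic mouse T cells received compound 60 min before antibody-bead stimulation, then incubated 18 h at 37 degrees C.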
WRN helicase inh – qHTS for Inhibitors of WRN Helicase; Bifunctional 3'-5' exonuclease/ATP-dependent helicase WRN (Homo sapiens), Q14191; WRN helicase unwinding, fluorescent forked duplex, kinetic; Potency, µM (series often up to 114 µM), for inactives: at the highest dose activity change, negative = inhibition, most hits filed as inhibitors; hit rate 0.46% among 360,000; also: potency is read from the fitted curve at half-maximal effect; % is scaled to controls: 0 for no effect and ±100 for the full control effect; nearly all actives have a fitted effect of over 55% in size
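Kinetic fluorescence helicase assay: unwinding of a quenched forked DNA duplex (100 nM final) with 2 mM ATP final raises red fluorescence (525/598 nm). Compounds sat 15 min at room temperature with 20 nM WRN beforehand.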
* hit, by the source's call; ? = inconclusive; . = not tested or not shown; & = joins results of further samples; [ ] = dose if it differs, or a comment. Unless noted, calls follow the shape of the dose curve; as a rule, active = well fitted curve in the direction sought with a large enough effect; inconclusive = small, poorly fitted or top-dose-only effect, or another doubt; inactive = no such curve, though single readings can be large; an effect the other way counts as inactive or inconclusive. Rows are unselected. Share with any hit: about 7.8%.

SMILES | PLK1 PBD inh | GLP-1R agonist | GLP-1R inv ag | PI5P4Ka inh | D3 antag | GLP1R cytotox | D3 ag | IL-2 act | WRN helicase inh
COc1ccc(C(=O)C[n+]2cccc(C)c2)cc1 | -1% | -15% | 8% | -2 | -1 | 12% | -5 | 0.8 | -6%
CCOC(=O)C1CCN(C(=O)C2(NC(=O)Nc3ccc(F)cc3F)CCCCC2)CC1 | -12% | 2% | 8% | 13 | 5 | 0% | -2 | 1.1 | 10%
COCCCn1c(C)nnc1SCC(=O)NNC(=O)COc1ccc(Cl)cc1 | 1% | 6% | 11% | 1 | 1 | -10% | -2 | 0.8 | 8%
C=CCN1C(=O)c2ccc(C(=O)N(CC)CC(=O)Nc3cc(Cl)ccc3C)cc2C1=O | -7% | -5% | 9% | -1 | 0 | 23% | -8 | 0.3 | -20%
Cc1ccc(C(=O)OCC(=O)NCc2ccc3c(c2)OCO3)cc1S(=O)(=O)N1CCOCC1 | -5% | 8% | -7% | -4 | -26 | 1% | -3 | 2.9 | 2%
O=C(Nc1cc(Cl)ccc1N1CCOCC1)c1ccc(Br)o1 | 0% | 0% | 10% | 7 | 6 | 6% | 2 | 1.0 | -11%
Cc1c(Cl)cccc1NS(=O)(=O)c1ccc(-c2ccc(=O)[nH]n2)o1 | -17% | -3% | 68%[activator] | -4 | -12 | 9% | -5 | -0.9 | -21%
CN(C)S(=O)(=O)Nc1ccc(Oc2ccccc2)cc1 | -3% | 6% | 7% | . | 12 | -4% | -2 | -0.5 | -5%
COc1ccc(CCN2C(=O)C(C)=C(C)C2=O)cc1OC | 1% | -3% | 1% | 5 | 36 | 3% | 2 | -0.3 | -2%
COc1ccc(-c2csc(NC(=S)NC(=O)/C=C/c3ccco3)n2)cc1Br | -15% | 17% | -19% | -19 | -21 | 3% | -8 | -5.0 | -9%
Cc1[nH]c2ccccc2c1C(Nc1nccs1)c1ccncc1 (stereo unspecified) | -30% | -2% | -6% | 5 | -2 | -2% | -1 | 0.0 | -27%[57.1 µM]
NC(=O)c1nn(-c2ccccc2)c(=O)cc1O | 0% | -7% | -1% | -1 | -22 | 1% | 2 | -0.8 | 9%
FC(F)C(F)(F)Oc1cccc(Nc2nccn3c(-c4cc(C(F)(F)F)cc(C(F)(F)F)c4)cnc23)c1 | -6% | 3% | 2% | -3 | -15 | 1% | -3 | 0.4 | -10%
COc1ccc(C)cc1S(=O)(=O)N(C)CC(=O)N1CCC(C(N)=O)CC1 | -1% | 1% | 12% | 0 | 16 | 2% | 5 | 1.6 | -10%
O=[N+]([O-])c1cccc(S(=O)(=O)Nc2ccc(S(=O)(=O)Nc3nccs3)cc2)c1 | -4% | -24% | 13% | 0 | ? | 14% | -28 | -1.9 | ?
Cc1nc2scc(C)n2c(=O)c1S(=O)(=O)Nc1ccc(OC(F)(F)F)cc1 | ? | -4% | ? | 1 | 0 | 3% | -1 | -0.6 | -2%
N#Cc1ccc(C(=O)Nc2cc(-c3ccc(F)cc3)nn2-c2ccccc2)cc1 | -1% | -2% | 6% | 1 | -24 | -4% | -17 | -0.1 | -6%
CN1C(=O)NC2C1N(S(C)(=O)=O)CCN2S(C)(=O)=O (stereo unspecified) | -8% | -2% | 6% | . | 1 | 1% | -16 | -0.5 | -3%
CCOCCCN1CN(Cc2ccco2)CNC1=S | ? | 1% | 16% | -1 | 7 | -8% | 5 | -1.4 | -5%
COCCCNC(=O)c1ccc(CS(=O)(=O)c2ccccc2C)o1 | 3% | -2% | 15% | 7 | 13 | -3% | -5 | -4.9 | -2%
O=C(Nc1ccccc1C(=O)NC1CC1)c1ccccc1F | -14% | 13% | 77%[activator] | 3 | -8 | 2% | -6 | 2.9 | 1%
COc1ccc(C2CC(c3ccccc3)=NN2C(=O)CSc2nnnn2-c2cccc(C)c2)cc1 (stereo unspecified) | 2%&-15% | 9% | -4% | 5 | ? | 2% | 2 | -3.6 | -5%
CS/C(N)=N/C(=S)Nc1cccc(Cl)c1 | 7% | 8% | ? | 0 | 0 | ? | -2 | 0.1 | -5%
CCC(C)C(=O)Nc1ncc2c(n1)CC(c1cccs1)CC2=O (stereo unspecified) | -1% | -6% | 0% | . | 11 | -12% | 16 | -0.3 | 6%
CCCCOCCOCCOCCCC | -1% | -1% | -1% | 1 | 0 | 1% | 8 | -0.3 | 3%

Quoted from above (2 entries):
SMILES | PLK1 PBD inh | GLP-1R agonist | GLP-1R inv ag | PI5P4Ka inh | D3 antag | GLP1R cytotox | D3 ag | IL-2 act | WRN helicase inh
CCC(C)C(=O)Nc1ncc2c(n1)CC(c1cccs1)CC2=O (stereo unspecified) | -1% | -6% | 0% | . | 11 | -12% | 16 | -0.3 | 6%
CCCCOCCOCCOCCCC | -1% | -1% | -1% | 1 | 0 | 1% | 8 | -0.3 | 3%

Following part:
SMILES | PLK1 PBD inh | GLP-1R agonist | GLP-1R inv ag | PI5P4Ka inh | D3 antag | GLP1R cytotox | D3 ag | IL-2 act | WRN helicase inh
CCn1ccc2cc(S(=O)(=O)N3CCCN(C(=O)Nc4ccccc4C(F)(F)F)CC3)ccc21 | . | 9% | 3% | . | . | 6% | -3 | . | .
CCN(CC)CCCNC(=O)c1cn(C)c2ccc(S(=O)(=O)N(C)C)cc2c1=O | -4% | 8% | -2% | -7 | ? | 3% | -1 | 0.7 | 3%
O=C(c1[nH]ncc1[N+](=O)[O-])N1CCOCC1 | -17% | -2% | 13% | 5 | ? | 2% | 2 | -2.4 | -8%
Cc1ccc(NC(=S)N2CCOCC2)cc1 | 0% | 2% | 21% | -1 | 0 | 3% | 8 | -0.1 | -3%
O=C(NCc1cccc(Cl)c1)c1ccco1 | -10% | 0% | -1% | . | -11 | -7% | -1 | -1.0 | -1%
C=CCn1c(COc2ccccc2F)nnc1SCC(=O)NC(=O)NCc1ccco1 | -7% | -2% | -5% | . | 9 | -14% | 1 | 4.5 | -18%
COc1ccc(N2C(N)=C(C#N)C(c3ccsc3)C3=C2CCCC3=O)c(OC)c1 (stereo unspecified) | -3% | 3% | -6% | 2 | 18 | -30% | -4 | -0.5 | -10%
COc1ccc(C(=O)c2ccc(N(C)C)cc2)c2ccccc12 | -7% | ? | 0% | . | -7 | ? | 0 | -1.0 | -15%
COc1ccc(CCn2c(SCC(=O)Nc3cc(C)on3)nc3ccsc3c2=O)cc1OC | -5% | -3% | 0% | . | 20 | ? | 10 | -0.2 | -11%
CC(C)N1CCN(Cc2ccsc2)CC1CCO (stereo unspecified) | -28% | 10% | -20% | -7 | -23 | -3% | -8 | -0.6 | 0%
COc1ccccc1CN(CC(=O)NCC1CCCO1)C(=O)CNS(=O)(=O)c1ccc(C)cc1 (stereo unspecified) | 30µM* | -1% | -23% | 5 | 1 | -6% | 2 | -0.4 | 6%
C=CCn1c(COc2cccc3ccc(C)nc23)nnc1SCC(=O)OC | -7% | -3% | 0% | 14 | 31 | -3% | 1 | -0.9 | 2%
Cc1onc(-c2c(Cl)cccc2Cl)c1-c1nc2cc(Cl)ccc2c(=O)o1 | -9% | -1% | -22% | 6 | 9 | 5% | 0 | 0.0 | -3%
Cc1cc(C)n2cc(CSc3nc4cc(Cl)ccc4o3)nc2n1 | -13% | 21% | 45%[activator] | 6 | -51* | 10% | -1 | -0.4 | 1%
CCNC(=O)N1CCC(n2nccc2NC(=O)CCOc2ccccc2)CC1 | 2% | -3% | -8% | 0 | -4 | -5% | 6 | -0.5 | -2%
O=C(CSCc1nc2ccccc2[nH]1)N1CCN(c2ccc(F)cc2)CC1 | -29% | 6% | ? | -4 | -6 | -8% | 5 | -0.6 | -18%
CCCc1cc(=O)oc2cc(C)cc(OCC(=O)NCCCn3ccnc3)c12 | -6% | 8% | -26% | 0 | 17 | -1% | -4 | -0.2 | 0%
Cn1c(COc2ccccc2)nnc1SCC(=O)NNC(=O)C1CCCCC1 | -4% | -2% | -8% | 5 | -5 | 0% | 0 | -1.5 | 7%
O=C(c1cccc(F)c1)N1CCN(c2cccc(C(F)(F)F)c2)CC1 | -8% | -2% | ? | 2 | 1 | 13% | -3 | -2.6 | -17%
CCOc1ccccc1NC(=S)N1C2CCC1CC(NC(=O)NC13CC4CC(CC(C4)C1)C3)C2 (stereo unspecified) | -1% | -15% | 0% | . | -18 | -12% | -3 | -2.1 | 5%
CNc1nc(Oc2ccc(=O)n(C)n2)nc(N2CCOCC2)n1 | 1% | 9% | 15%&11% | 2 | 1 | 12%&-7% | 7&4 | 5.5 | 6%
COc1ccc(N2CCN(C(=O)[C@@H](NC(=O)c3cc(OC)cc(OC)c3)C(C)C)CC2)cc1 | 5% | 6% | -17% | 1 | 8 | 0% | 1 | -0.4 | 0%
O=C1NC[C@H](Cc2ccccc2)N(C[C@@H]2CCCN2C[C@H](Cc2ccccc2)N2C[C@H](Cc3ccccc3)N(CC3CCCCC3)C(=O)C2=O)C1=O | 0% | -3% | ? | -22 | -22 | -19% | -7 | -0.7 | -9%
CC(=O)c1ccc(NC(=O)COC(=O)c2c[nH]c3ccccc23)cc1 | 2% | 12% | 14% | 2 | -16 | -19% | -9 | 1.0 | 7%
COc1cc(C2c3c(-c4ccccc4)n[nH]c3C(=O)N2c2ccccc2)ccc1O (stereo unspecified) | -14% | 9% | 0% | -6 | 13 | 15% | -2 | -2.0 | -8%
CCCNC(=O)C1(C)CCCN(Cc2ccc(C#N)cc2)C1 (stereo unspecified) | -2% | 9% | -3% | 2 | 17 | 0% | 9 | 0.1 | 5%
COc1ccccc1/C=C1\SC(=S)N(CCC(=O)N2CCN(C)CC2)C1=O | -9% | 0% | -41% | 11 | -26 | ? | -18 | -0.4 | -7%

Compound activity as filed in PubChem.
